12-hLO inh = 12-hLO (ALOX12) enzyme inhibition; P18054; purified 12-hLO, xylenol orange hydroperoxide absorbance; Potency, µM (top dose mostly 57.1 µM), without a hit: top-dose activity change, negative = inhibition, most hits filed as inhibitors; hit rate 0.12% among 150,000; further: potency means the concentration at half of the fitted maximal effect; nearly all actives have a fitted effect of over 55% in size; many of its hits are not listed in these tables
Target sequence (P18054 whole entry, looked up): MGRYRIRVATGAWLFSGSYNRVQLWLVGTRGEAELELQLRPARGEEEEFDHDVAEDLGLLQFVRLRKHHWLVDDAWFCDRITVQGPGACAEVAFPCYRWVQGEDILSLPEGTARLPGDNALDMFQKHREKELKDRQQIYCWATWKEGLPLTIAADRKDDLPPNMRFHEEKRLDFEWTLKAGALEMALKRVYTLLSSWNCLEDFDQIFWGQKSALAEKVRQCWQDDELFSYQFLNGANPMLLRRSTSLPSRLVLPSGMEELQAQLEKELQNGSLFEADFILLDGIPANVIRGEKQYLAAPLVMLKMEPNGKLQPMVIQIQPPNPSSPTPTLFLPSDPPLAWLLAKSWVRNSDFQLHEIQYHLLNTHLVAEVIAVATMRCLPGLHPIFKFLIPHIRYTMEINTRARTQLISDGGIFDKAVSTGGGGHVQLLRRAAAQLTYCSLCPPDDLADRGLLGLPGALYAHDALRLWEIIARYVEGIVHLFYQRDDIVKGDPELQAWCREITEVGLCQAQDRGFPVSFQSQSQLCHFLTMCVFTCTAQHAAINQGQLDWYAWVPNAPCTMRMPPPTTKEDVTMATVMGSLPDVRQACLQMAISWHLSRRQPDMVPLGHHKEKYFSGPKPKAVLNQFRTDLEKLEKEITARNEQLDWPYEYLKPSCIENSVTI
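150 nM 12hLO, 25 mM Hepes pH 7.0 + 0.01% Triton X-100; cpd preinc 15 min RT; 40 uM arachidonic acid, 30 min RT; Fe-XO 30 min; A573/A405 ratio as read-out.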
PNC assembly inh = perinucleolar compartment assembly inhibition. PC3M PTB-GFP, PNC prevalence imaging, 16 h; active compounds read low. activity change (PNC), negative = inhibition, % at 10 µM. hit rate 3.1% among 140,000;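 active means readout at or below -70, meaning at least 70% loss of cells showing the perinucleolar compartment, a nuclear body marking cancer cells; inconclusive means readout between -30 and a set limit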;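 further: plate controls were DMSO wells for no effect and camptothecin positive control wells for full effect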
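Read-out is percentage of cells bearing a perinucleolar compartment, from automated 20x imaging of fixed, Hoechst-stained PC3M PTB-GFP cells. Cells were seeded 4 h, then exposed 16 h to compound (23 nl of library stock) in duplicate plates.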
ALOX15B inhib = inhibitors of human 15-lipoxygenase 2 (ALOX15B) | O15296 | purified 15hLO-2, xylenol orange hydroperoxide absorbance | Potency, µM (highest dose often 57.1 µM), without a hit: top-dose activity change, negative = inhibition, most hits filed as inhibitors | hit rate 0.56% among 110,000 | AID 881; further: potency means the concentration at half of the fitted maximal effect; nearly all actives have a fitted effect of over 60% in size; many of its hits are not listed in these tables
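Enzyme 50 nM, AA 45 uM, 25 mM Hepes pH 7.5 + 0.01% Triton X-100; cpd preinc 15 min RT, rxn 90 min RT; stop/detect with 200 uM XO + 300 uM Fe(II) in 50 mM H2SO4, 30 min; A573/A405.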
IMPase cell inh = membrane-permeable compound that blocks inositol monophosphatase. CHO-M1 cells, IP1 accumulation, HTRF TR-FRET ratio. inhibition (IP1 accumulation), % at 46.1 µM. P97697. 120,000 tested, under 10 active; active means well fitted curve in the direction sought with a large enough effect in the signal ratio, not every such curve was filed as active; inconclusive means small, poorly fitted or top-dose-only effect, or a change in a side signal; inactive means no such curve, though single readings can be large or run the other way; the % refers to the signal ratio;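 further: cells stimulated with carbachol in lithium chloride buffer; plate controls were DMSO basal wells for no effect and reference inhibitor wells for full effect; higher means more IMPase inhibition seen as more IP1 and lower FRET ratio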
Target sequence (P97697 whole entry, looked up): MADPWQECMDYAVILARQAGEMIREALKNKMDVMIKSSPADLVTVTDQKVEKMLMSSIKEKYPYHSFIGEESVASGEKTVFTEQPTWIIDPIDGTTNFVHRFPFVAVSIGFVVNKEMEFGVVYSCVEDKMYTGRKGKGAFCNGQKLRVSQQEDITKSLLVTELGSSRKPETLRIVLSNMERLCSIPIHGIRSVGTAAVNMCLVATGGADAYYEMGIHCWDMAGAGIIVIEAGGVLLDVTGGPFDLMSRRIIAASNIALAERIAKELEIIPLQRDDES
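Seeded CHO-M1 cells were dosed with compound at up to 46 uM, stimulated with carbachol for 30 min, then lysed in IP-One detection reagents. Higher IP1 lowers the TR-FRET signal.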
The depositor's hits bear a star; ? = inconclusive; . = not tested or not shown; [ ] = another dose, or the depositor's remark. Unless noted, the call rests on the fitted dose curve; in most records, active means well fitted curve in the direction sought with a large enough effect; inconclusive means small, poorly fitted or top-dose-only effect, or another doubt; inactive means no such curve, though single readings can be large; an effect the other way counts as inactive or inconclusive. Unless noted, on the % scale 0 is the no-effect control and ±100 the full control effect. The list is partial; the hit share may differ from the screen's.

SMILES | 12-hLO inh | PNC assembly inh | ALOX15B inhib | IMPase cell inh
COCC(=O)N(Cc1cc2cc(OC)ccc2[nH]c1=O)c1ccccc1 | 0% | ? | 0% | -2
O=C(NCCC1=CCCCC1)C1CCN(C(=O)Nc2ccccc2)CC1 | 2% | ? | -2% | -6
COc1cccc(N2CCN(C3CCCC(C)C3)CC2)c1 (stereo not drawn) | 0% | 0 | 18% | -7
COc1ccc(C(C)NC(=O)C2CCCO2)cc1OC (stereo not drawn) | -2% | -12 | -4% | -1
Cc1ccc(Cl)cc1N1CCN(C(=O)c2ccc(CN3CCOCC3)cc2)CC1 | -1% | ? | 30% | 17
COc1ccccc1NC(=O)N1CCCC1C(=O)NCc1ccccc1 (stereo not drawn) | -2% | 0 | -9% | -1
O=C(OCc1cnc(Cl)s1)c1ccccc1Cl | 1% | 44 | -11% | 6
Cc1cc(N)n(-c2ncnc3scc(-c4ccccc4)c23)n1 | -1% | 34 | -6% | 6
COc1ccc(OC)c(C2=NOC(C(=O)NCCN3CCOCC3)C2)c1 (stereo not drawn) | 0% | ? | 2% | -3
CC1(C)Cc2c(c(-c3ccccc3)nc3[nH][nH]c(=O)c23)CO1 | -2% | 5 | -6% | 9
COc1ccc(CC(=O)NNc2ncnc3c2cnn3C)cc1 | -3% | -6 | . | .
COC(=O)c1ccc(NC(=O)c2ccccc2)o1 | 3% | -25 | -1% | -6
CCCCN(CCCC)CCC(O)c1cc2c(Cl)cc(Cl)cc2c2cc(C(F)(F)F)ccc12 (stereo not drawn) | -3%[25.6 µM] | . | 37%[activator][25.6 µM] | -3[20.6 µM]
CC(=O)N/C(=N\OCc1ccccc1Cl)c1nonc1NC(C)=O | 0% | 61 | . | .
Cc1ccc(Nc2c(-c3ccc(N4CCOCC4)cc3)nc3ncccn23)cc1C | -1% | -102* | . | -1
CN(c1ccccc1C(=O)N1CCc2ccccc2C1)S(C)(=O)=O | 2% | -27 | 8% | 5
CCN(Cc1ccccc1)C(=O)c1c[nH]c2ccc(S(=O)(=O)N(C)CCC#N)cc2c1=O | 1% | ? | . | .
O=C(Cc1ccccc1)Nc1ccc(N2CCN(Cc3ccccc3F)CC2)cc1 | -2% | 20 | 4% | 8
CCC1CSC(Nc2ccc(C(=O)/C=C/c3ccc(OC)c(OC)c3)cc2)=N1 (stereo not drawn) | -6% | 52 | . | .
CNC(=O)c1ccc(CNC(=O)OCC(F)(F)F)cc1 | 3% | -21 | -10% | -1
S=c1[nH]nc(CCc2ccccc2)n1-c1ccccc1 | -2% | 7 | . | .
COc1ccc(N2CCN(CCC(N)=O)CC2)cc1 | 1% | 8 | 2% | -4
COCC(=O)OCC(=O)Nc1cc(C(C)(C)C)nn1-c1ccccc1 | 8% | 14 | -11% | -5
O=C1C2C3C=CC(C4CC34)C2C(=O)N1CCc1ccccc1 (stereo not drawn) | 3% | -13 | . | .
N#Cc1cccc(NC(=O)N2CC3(CCN(C(=O)c4cc(C(F)(F)F)cc(C(F)(F)F)c4)CC3)C2)c1 | -3% | . | 2% | .
CCN(CC)S(=O)(=O)c1ccc(N=Cc2c(C)c(C#N)c(=O)n(C)c2O)cc1 | 2% | -24 | . | .
CCOc1ccc(N(CC(=O)O)S(=O)(=O)c2ccc(OC)c(OC)c2)cc1 | 1% | 56 | 11% | -2
O=c1n(Cc2ccccc2Cl)c2sc3c(c2c2ncnn12)CCCC3 | -3% | -5 | -5% | -4
COc1ccc(C(=O)n2nnc3ccccc32)cc1Br | 12% | 35 | -8% | 0
Cc1[nH]c(C(=O)O)c(C)c1C(=O)OC(C)C | 0% | -3 | 8% | -13
CC(=O)N1CCC2(CC1)CN(Cc1ccc(C#N)cc1)C2 | 2% | . | 14% | .
CCCCCCCCC(=O)N/N=C(\C)c1ccc(O)cc1O | -15% | 38 | . | .
O=C(O)c1ccccc1N[C@H](c1ccccc1)c1ccc2cccnc2c1O | -23%[11.4 µM] | . | 42%[activator][11.4 µM] | .
Cc1cc(NC(=S)NC(=O)CC(C)C)ccc1Br | -15% | 20 | ? | 2
CCCN(CCC)CC(O)CN(c1ccccc1)S(=O)(=O)c1ccc(C)cc1 (stereo not drawn) | 0% | ? | 13% | 6
C=CCn1c(Cc2ccc(OC(C)C)c(Cl)c2)nnc1SCC(N)=O | -3% | -13 | -1% | -2
Cc1cc2c(C)nc(N/N=C/c3ccc([N+](=O)[O-])cc3)nc2o1 | 3% | ? | . | 1
COc1ccc(C2CC(C(F)(F)F)n3nc(C(=O)Nc4c(C)n(C)n(-c5ccccc5)c4=O)c(Cl)c3N2)cc1 (stereo not drawn) | -4% | -5 | . | .
O=C(CCN1C(=O)C2C3C=CC(C3)C2C1=O)NCCc1ccccc1Cl (stereo not drawn) | 6% | 16 | 0% | 0
Cc1ccccc1OCCCC(=O)NCc1ccco1 | -10% | 15 | -2% | -1
CCc1c(C)nc2ncnn2c1N1CCC(C(=O)N2CCN(c3ccccc3)CC2)CC1 | 3% | -88* | -14% | 0
O=C(O)CCN1C(=O)C2CCCCC2C1=O (stereo not drawn) | 6% | -2 | -5% | -3
Cn1cccc1C(=O)N1CCC2(CCN(C(=O)Nc3ccccc3)CC2)CC1 | -1% | . | -7% | .
O=C(NN1C(=O)C2C(C1=O)C1C=CC2C12CC2)c1ccncc1 (stereo not drawn) | -4% | 15 | 10% | 3
COc1ccccc1CNC(=O)c1cnn2c(C(F)F)cc(C)nc12 | 2% | -2 | -2% | -3

The closing 4 compounds of the section before are carried over, then new ones follow.
SMILES | 12-hLO inh | PNC assembly inh | ALOX15B inhib | IMPase cell inh
O=C(O)CCN1C(=O)C2CCCCC2C1=O (stereo not drawn) | 6% | -2 | -5% | -3
Cn1cccc1C(=O)N1CCC2(CCN(C(=O)Nc3ccccc3)CC2)CC1 | -1% | . | -7% | .
O=C(NN1C(=O)C2C(C1=O)C1C=CC2C12CC2)c1ccncc1 (stereo not drawn) | -4% | 15 | 10% | 3
COc1ccccc1CNC(=O)c1cnn2c(C(F)F)cc(C)nc12 | 2% | -2 | -2% | -3
O=C(NCc1cccs1)C(Cc1ccccc1)NS(=O)(=O)c1cccs1 (stereo not drawn) | 1% | 5 | . | 6
O=C(Nc1ccc(N2CCOCC2)cc1N1CCOCC1)c1cccs1 | -4% | -4 | 8% | -1
Cc1cccc(CCNC(=O)c2cc(=O)[nH]c3ccc(Br)cc23)c1 | -2% | 2 | . | ?
CCS(=O)(=O)N1CCCC(C(=O)NC2CCCC2)C1 (stereo not drawn) | 6% | 63 | 6% | ?
c1ccc(N2CCN(C3CCSC3)CC2)cc1 (stereo not drawn) | -4% | -8 | 0% | 2
Cc1cccc(NC(=O)CSc2nc3[nH]ncc3c(=O)n2-c2ccccc2)c1 | 0% | 14 | . | .
CCCC1(CCC)NC(=O)N(CC(=O)N2CCN(C(=O)c3ccco3)CC2)C1=O | -4% | -11 | 1% | -4
O=C1/C(=C/c2ccncc2)SC(=S)N1C1CCCCC1 | -5% | -4 | . | -5
Nc1nc(SCC(=O)NCC2CCCO2)n[nH]1 (stereo not drawn) | 0% | ? | -2% | -11
CCOC(=O)c1[nH]c2ccc(OC)cc2c1NC(=O)c1ccc(OC)c(OC)c1 | -10% | 14 | . | .
CCCN(CC(=O)Nc1ccccc1Br)CC(=O)Nc1ccc(F)c(F)c1F | -2% | -26 | . | -9
O=S(=O)(Cc1ccccc1)N1CCN(C/C=C/c2ccccc2)CC1 | 6% | 22 | 9% | 2
O=C(CCC(=O)OCC(=O)c1ccc(Br)cc1)Nc1cccc2cccnc12 | -4% | -5 | 3% | -2
Cc1ccc2c(CC(=O)NC3=NCCS3)coc2c1 | -13% | 34 | 10% | 3
CC(=O)c1cn(CC(=O)NCc2cccnc2)c2ccccc12 | 2% | ? | -5% | 6

4 compounds already listed, sorted by molar mass, low to high:
SMILES | 12-hLO inh | PNC assembly inh | ALOX15B inhib | IMPase cell inh
COc1ccc(C(=O)n2nnc3ccccc32)cc1Br | 12% | 35 | -8% | 0
COc1ccccc1CNC(=O)c1cnn2c(C(F)F)cc(C)nc12 | 2% | -2 | -2% | -3
CC(=O)N/C(=N\OCc1ccccc1Cl)c1nonc1NC(C)=O | 0% | 61 | . | .
O=C(CCC(=O)OCC(=O)c1ccc(Br)cc1)Nc1cccc2cccnc12 | -4% | -5 | 3% | -2

Continuation.
SMILES | 12-hLO inh | PNC assembly inh | ALOX15B inhib | IMPase cell inh
CC(=O)c1ccc(OCC(O)CN2CCOCC2)cc1 (stereo not drawn) | -1% | ? | 0% | -4
CCCCNC(=S)NCCN1CCCCC1 | -10% | 8 | . | 5
COc1c(Cl)cc(-c2noc(C)c2C(=O)NC(C)C)cc1Cl | 1% | 56 | . | .
CCOC(=O)CC1C(=O)NCCN1C(=O)Nc1ccccc1 (stereo not drawn) | 0% | 6 | 2%[2.29 µM] | 5
CN(C)S(=O)(=O)c1ccc(NC(=O)c2cc3ccccc3o2)cc1 | -2% | 14 | 2% | 3
CCc1ccccc1NC(=O)NC1CC2CCC(C1)N2Cc1cccs1 (stereo not drawn) | 0% | ? | 25% | 9
N#Cc1c(N)nc2c(c1-c1ccncc1)CCCC2 | -2% | -12 | 7% | -3
CC1(C)C(O)=C(c2nc3ccccc3[nH]2)C(=N)N1c1ccccc1 | -5% | 66 | 66%[activator] | 1
COCCn1c(-c2ccc(OC)cc2)cnc1N | 1% | -28 | 30% | -1
NCCOB(c1ccccc1)c1ccccc1 | ? | . | 20µM* | 13
CCCN1CCN(C(=O)C2CCN(S(=O)(=O)c3ccc4c(c3)oc(=O)n4C)CC2)CC1 | 2% | 30 | 5% | 10
CCOC(=O)NC1(C(F)(F)F)C(=O)NC(C)=C1C#N (stereo not drawn) | 8% | -15 | . | 0
Cc1ccc(CNC(=O)/C(C#N)=C/c2ccc(C)s2)cc1 | -7% | 22 | -7% | -3
COC(=O)CSc1nnc2c3c4c(sc3nc(-n3nc(C)cc3C)n12)COC(C)(C)C4 | 0% | -16 | -8% | -4
COc1cccc(OC)c1OCCCSc1nc(C)cc(=O)[nH]1 | 1% | ? | -12% | -8
COc1cccc(NS(=O)(=O)c2c(C)cc(C)cc2C)c1 | -27% | -18 | -20% | -7
Cc1c(NC(=O)CN2CC(C)OC(C)C2)c(=O)n(-c2ccccc2)n1C (stereo not drawn) | -5% | 1 | -24% | -4
CCOCCCNC(=O)C(c1ccc(Cl)cc1)N1CCN(C(=O)c2ccco2)CC1 (stereo not drawn) | -5% | -19 | -9% | 2
CN(C(=O)CSc1nnnn1-c1ccccc1)C1CCCCC1 | -6% | 14 | -2% | -1
CCCC(=O)NC(=S)Nc1nc(-c2ccc(OC)cc2)cs1 | 0% | 46 | . | .
O=S(=O)(c1ccc(Cl)cc1)N1CCn2c1nc1ccccc12 | -14% | 25 | -2% | -4
CCCCCCN1Cc2ccccc2C1 | 11% | 82 | 33%[activator] | 4
COC(=O)c1ncccc1SC | 0% | 2 | . | .
CCc1cc2c(=O)c(-n3cnc4ccccc43)coc2cc1O | -1% | 2 | 12% | 0
CC1CCN(c2c([N+](=O)[O-])nn(-c3ccc4c(c3)OCCO4)[n+]2[O-])CC1 | 0% | 25 | -13% | 10
O=C(c1ccccn1)N1N=C2/C(=C/c3ccccc3)CCCC2C1c1ccccc1 (stereo not drawn) | -1% | -6 | . | .
Cc1cccc(S(=O)(=O)Nc2nc3ccccc3nc2NCc2ccc3c(c2)OCO3)c1 | 1% | 29 | . | .
CC1CC(C)CN(C(=S)Nc2ccc(SC(F)F)cc2)C1 (stereo not drawn) | -8% | -26 | . | 2
CC(=O)c1c(C)[nH]c(C(=O)NCc2ccccn2)c1C | 3% | 23 | 7% | -1
Cc1ccc2c(c1)C(c1ccc(N3CCOCC3)cc1)=NNC(c1cccs1)=N2 | 3% | 18 | 11% | 2
Cc1cc(OCC(=O)NCCO)ccc1Cl | -3% | -17 | . | 1

Screening results deposited in PubChem by National Center for Advancing Translational Sciences (NCATS).
